# Tau FP inhib: qHTS for Inhibitors of Tau Fibril Formation, Fluorescence Polarization. 0.39% of 280,000 active. K18 P301L tau heparin fibrillization, Alexa594 FP, 6 h. Potency, µM (titrated, usually from 57.7 µM), inactives show top-dose activity, negative = inhibition, hits mostly inhibitors. AID 1468, 2008; also: nearly all actives have a fitted effect of over 55% in size
# Target sequence (P10636 561-689 P618L limits assumed): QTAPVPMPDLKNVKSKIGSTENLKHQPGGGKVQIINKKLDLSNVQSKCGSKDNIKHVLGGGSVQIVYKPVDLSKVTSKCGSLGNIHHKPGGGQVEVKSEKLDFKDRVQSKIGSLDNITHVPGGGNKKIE
#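 Heparin (20 uM) drove fibril formation of recombinant tau K18 P301L, 15 uM unlabeled with 0.24 uM Alexa 594 label, for 6 hr at 37 C in 100 mM sodium acetate pH 7. Fluorescence polarization (555/632 nm) read 1 hr after 30 uM ThT.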
# L3MBTL1 block: qHTS Assay for the Inhibitors of L3MBTL1; Potency, µM (doses to about 57.1 µM), for the others: at the highest dose activity, negative = inhibition, usual class: inhibitors; AID 485360, 2010; 0.66% of 230,000 active; AlphaScreen L3MBTL1–H3K9me1 peptide binding; also: nearly all actives have a fitted effect of over 60% in size
#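 L3MBTL1 50 nM + b-AHA-H3(1-15)K9me1 75 nM, 30 min RT; compound added, 30 min RT; streptavidin donor/Ni-chelate acceptor beads 10 ug/mL each final, 30 min RT dark; AlphaScreen read.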
# GLA spleen mod: qHTS Assay for Inhibitors and Activators of Human alpha-Galactosidase From Spleen Homogenate; Alpha-galactosidase A (Homo sapiens), P06280; human spleen homogenate, 4MU-alpha-Gal fluorescence, 40 min; Potency, µM (titrated, usually from 80 µM), for inactives: at the top dose activity change, negative = inhibition, most hits filed as inhibitors; 0.008% of 240,000 active;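 also: 0% = enzyme with vehicle and -100% = no enzyme basal signal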
# Target sequence (P06280 32-429 limits assumed): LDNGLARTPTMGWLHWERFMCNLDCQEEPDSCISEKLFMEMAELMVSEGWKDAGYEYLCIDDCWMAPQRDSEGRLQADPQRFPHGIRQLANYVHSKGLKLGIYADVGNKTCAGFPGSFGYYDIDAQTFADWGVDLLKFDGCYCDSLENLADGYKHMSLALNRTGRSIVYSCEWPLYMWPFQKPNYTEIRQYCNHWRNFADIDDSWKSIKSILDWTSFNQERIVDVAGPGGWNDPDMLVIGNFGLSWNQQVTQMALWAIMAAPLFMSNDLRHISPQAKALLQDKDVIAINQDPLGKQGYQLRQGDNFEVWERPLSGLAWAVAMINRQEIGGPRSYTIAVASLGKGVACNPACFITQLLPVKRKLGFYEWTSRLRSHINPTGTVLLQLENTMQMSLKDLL
#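 qHTS titration in buffer at pH 5.0. Alpha-galactosidase activity in spleen homogenate was measured via 4-methylumbelliferone release from 1 mM fluorogenic substrate after 40 min at 37C and a pH 10 stop. AC50 came from Hill fits of control-normalized data.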
# TR SRC2 fluor cs: Total Fluorescence Counterscreen for Inhibitors of the Interaction of Thyroid Hormone Receptor and Steroid Receptor Coregulator 2. TRb/SRC2 Texas Red total fluorescence interference. Potency, µM (top dose mostly 106 µM), for the others: at the highest dose fluorescence change, negative = quenching. 0.29% of 280,000 active; active = well fitted curve in either direction with a large enough effect; inconclusive = small, poorly fitted or top-dose-only effect
#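 Flags fluorescent or light-absorbing compounds by total fluorescence, S + 2P, at 555 nm excitation and 632 nm emission. Mixture: 20 nM Texas Red SRC2 peptide, 0.6 uM human TRb LBD, 1 uM T3, 5% DMSO; compound exposure 5 h at ambient temperature.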
# Tau ThT inhib: qHTS for Inhibitors of Tau Fibril Formation, Thioflavin T Binding; AID 1460, 2008; recombinant tau K18 P301L, heparin-induced fibrillization, ThT fluorescence; Potency, µM (doses to about 57.4 µM), without a hit: at the highest dose activity, negative = inhibition, most hits filed as inhibitors; Microtubule-associated protein tau (Homo sapiens), P10636; 2.1% of 270,000 active; also: nearly all actives have a fitted effect of over 55% in size
#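 Heparin-induced (20 uM) aggregation of recombinant human K18 P301L tau, 15 uM unlabeled with 0.24 uM labeled, pH 7 acetate buffer, 6 hr at 37 C with compound. Fibrils quantified by 30 uM ThT fluorescence after 1 hr ambient incubation.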
# TRb-SRC2 inh: qHTS for Inhibitors of the Interaction of Thyroid Hormone Receptor and Steroid Receptor Coregulator 2 | Thyroid hormone receptor beta (Homo sapiens), P10828 | TRbeta-SRC2 peptide binding, fluorescence polarization; receptor liganded with 1 µM T3 | Potency, µM (top dose mostly 106 µM), for the others: top-dose activity change, negative = inhibition, most hits filed as inhibitors | 0.065% of 280,000 active;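 also: plate controls were bound peptide for no effect and peptide without receptor for full effect; nearly all actives have a fitted effect of over 50% in size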
# Target sequence (P10828 whole entry, looked up): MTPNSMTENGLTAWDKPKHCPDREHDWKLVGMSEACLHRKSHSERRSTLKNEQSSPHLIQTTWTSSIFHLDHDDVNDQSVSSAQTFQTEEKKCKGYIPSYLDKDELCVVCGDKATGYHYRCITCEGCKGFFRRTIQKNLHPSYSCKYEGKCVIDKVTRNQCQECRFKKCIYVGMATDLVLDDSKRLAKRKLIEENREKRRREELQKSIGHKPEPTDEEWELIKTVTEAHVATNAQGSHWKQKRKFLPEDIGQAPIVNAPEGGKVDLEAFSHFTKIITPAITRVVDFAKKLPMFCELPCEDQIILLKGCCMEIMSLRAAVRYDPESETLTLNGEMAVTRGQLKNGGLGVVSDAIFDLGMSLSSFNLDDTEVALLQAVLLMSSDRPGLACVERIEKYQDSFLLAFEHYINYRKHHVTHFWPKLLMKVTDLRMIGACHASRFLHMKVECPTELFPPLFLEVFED
#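 Polarization signal, normalized between peptide-alone and full complex controls, measured compound effects on T3-liganded human TRb LBD (0.6 uM) binding 20 nM Texas Red SRC2 peptide after 5 hr.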
# ALDH1A1 inh: qHTS Assay for Inhibitors of Aldehyde Dehydrogenase 1 (ALDH1A1). 7.3% of 220,000 active. AID 1030, 2008. Purified ALDH1A1, NADH fluorescence, propionaldehyde substrate. Potency, µM (highest dose often 75.3 µM), without a hit: at the top dose activity, negative = inhibition, hits mostly inhibitors. Aldehyde dehydrogenase 1A1 (Homo sapiens), P00352; active = well fitted inhibition curve with a large enough effect, not every such curve was filed as active; inconclusive = small, poorly fitted or top-dose-only effect, or another doubt; inactive = no such curve, though single readings can be large or run the other way;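 also: plate controls were no enzyme wells and a reference inhibitor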
# Tau fluor counter: Counterscreen qHTS for Inhibitors of Tau Fibril Formation, Fluorescence Polarization; tau K18 P301L Alexa594 fluorescence, heparin fibrillization; Potency, µM (titrated, usually from 57.7 µM), without a hit: top-dose activity change, negative = decrease; 0.93% of 280,000 active; also: nearly all actives have a fitted effect of over 55% in size
#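 Human tau K18 P301L (15 uM unlabeled, 0.24 uM Alexa 594-labeled) in 100 mM sodium acetate pH 7 with 20 uM heparin, 6 hr at 37 C. ThT 30 uM added, 1 hr ambient; Alexa 594 FP and total fluorescence read at 555/632 nm.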
# * marks the source's active call; other numbers are inactive results; ? = inconclusive; nt = no result given; [ ] = remark or other dose. Unless noted, calls follow the shape of the dose curve; as a rule, active = well fitted curve in the direction sought with a large enough effect; inconclusive = small, poorly fitted or top-dose-only effect, or another doubt; inactive = no such curve, though single readings can be large; an effect the other way counts as inactive or inconclusive. Unless noted, % is scaled to controls: 0 for no effect and ±100 for the full control effect; potency is read from the fitted curve at half-maximal effect.
Structure,Tau FP inhib,L3MBTL1 block,GLA spleen mod,TR SRC2 fluor cs,Tau ThT inhib,TRb-SRC2 inh,ALDH1A1 inh,Tau fluor counter
COc1ccc(NC(=O)CSc2nc3c(c(=O)n2-c2ccc(F)cc2)SCC3)c(OC)c1,12.5%,2.1%,2.9%,-2.1%,-11.3%,-3.1%,1.9%,-8.6%
CC1(CCc2ccccc2)NC(=O)N(CC(=O)Nc2ccc3c(c2)OCCO3)C1=O (stereo unspecified),5.4%,2.7%,-2.4%,1.9%,-5.3%,4.5%,-5.5%,-1.7%
CC(C)NC(=O)C(=O)NCCN1CCN(C(=O)c2ccc(C(C)(C)C)cc2)CC1,5.6%,8.0%,2.7%,3.5%,-2.6%,2.5%,-7.2%,7.2%
O=C(NC1CCCCC1)C1(c2ccccc2)CC1(Cl)Cl (stereo unspecified),-3.2%,8.2%,-2.9%,5.1%,2.8%,-0.2%,5.1%,9.3%
COc1ccc(/C(C)=N/NC(=O)CNC(=O)Cc2ccccc2)c(OC)c1,3.7%,13.4%,1.4%,-5.5%,-1.1%,-3.1%,nt,2.8%
CS(=O)(=O)N1CCc2cc(C(=O)N3CCN(c4cccc(Cl)c4)CC3)ccc21,6.1%,nt,nt,0.0%,-7.0%,-1.4%,nt,-7.9%
COc1ccc(/C=C(/NC(C)=O)C(=O)O)cc1,1.9%,-1.7%,-1.4%,-0.8%,0.2%,-0.7%,-2.1%,0.8%
COc1ccc(-n2c(C)nc3c(cnn3-c3ccc(C)c(C)c3)c2=O)cc1,-4.6%,7.2%,3.4%,1.4%,-9.2%,1.8%,?,-9.9%
O=C1c2ccccc2NC(c2ccccc2)N1CCCN1CCOCC1 (stereo unspecified),-8.0%,-10.2%,-1.9%,0.0%,-12.9%,-2.3%,?,-7.7%
Cc1cccc(N(C)C(=O)C(Cc2ccccc2)NS(=O)(=O)c2cccc3nsnc23)c1 (stereo unspecified),-10.0%,nt,nt,-0.2%,-11.7%,-1.0%,nt,-15.6%
NNc1nc(-c2ccccc2)cs1,7.4%,-9.8%,4.7%,-4.7%,?,0.6%,-8.1%,?
O=C(NNc1c2ccccc2nc2ccccc12)c1ccccc1O,-0.6%,-26.1%,23.0%,-14.2%[53 µM],2.24µM*,4.1%[53 µM],-11.8%,6.31µM*[quencher]
c1ccc(-c2nccnc2-c2ccccc2)cc1,-2.5%,nt,-4.9%,-2.2%,nt,3.5%,nt,8.2%
COc1ccccc1CNC(=O)CCn1c(=O)c2ccccc2n(CC(=O)Nc2ccc(C)cc2Cl)c1=O,-14.6%,nt,nt,6.3%,-2.7%,-6.5%,nt,0.8%
O=C(NCCN1CCOCC1)c1cc(-c2ccco2)on1,-0.4%,2.2%,-2.2%,2.5%,0.9%,-0.2%,-13.1%,2.5%
CN(C)CCNC(=O)c1c(O)c2c([nH]c1=O)CCCC2,-2.7%,nt,2.6%,1.8%,3.7%,8.4%,?,3.6%
NC(=O)N/N=C/c1c(F)cccc1F,6.0%,7.6%,2.3%,1.1%,6.4%,-14.6%,-1.7%,2.9%
CCCCN(Cc1ccccc1)S(=O)(=O)c1ccc2c(c1)CC(C)N2C(=O)CC (stereo unspecified),-8.6%,nt,nt,0.5%,-14.2%,-4.1%,nt,-19.6%
CC(C(=O)Nc1ccc(S(=O)(=O)N2CCOCC2)cc1)N1C(=O)C2CC=CCC2C1=O (stereo unspecified),-2.5%,1.3%,3.0%,0.2%,-0.5%,7.3%,?,-3.2%
COCCCNc1nc2nonc2nc1N1C[C@H]2CC[C@H]1C2,-13.4%,3.5%,-0.4%,0.0%,-2.9%,1.2%,?,-0.1%

# A draw from above in order of length of the SMILES, low to high.
Structure,Tau FP inhib,L3MBTL1 block,GLA spleen mod,TR SRC2 fluor cs,Tau ThT inhib,TRb-SRC2 inh,ALDH1A1 inh,Tau fluor counter
NNc1nc(-c2ccccc2)cs1,7.4%,-9.8%,4.7%,-4.7%,?,0.6%,-8.1%,?
NC(=O)N/N=C/c1c(F)cccc1F,6.0%,7.6%,2.3%,1.1%,6.4%,-14.6%,-1.7%,2.9%
O=C(NNc1c2ccccc2nc2ccccc12)c1ccccc1O,-0.6%,-26.1%,23.0%,-14.2%[53 µM],2.24µM*,4.1%[53 µM],-11.8%,6.31µM*[quencher]
CC(C(=O)Nc1ccc(S(=O)(=O)N2CCOCC2)cc1)N1C(=O)C2CC=CCC2C1=O (stereo unspecified),-2.5%,1.3%,3.0%,0.2%,-0.5%,7.3%,?,-3.2%

# Further compounds.
Structure,Tau FP inhib,L3MBTL1 block,GLA spleen mod,TR SRC2 fluor cs,Tau ThT inhib,TRb-SRC2 inh,ALDH1A1 inh,Tau fluor counter
COC(=O)c1c(NS(=O)(=O)Cc2ccccc2)sc2c1CCCC2,2.7%,nt,0.1%,-0.2%,?,-9.3%,?,?
Cc1ccc(CNC(=O)c2cnc3c(-c4ccc(F)cc4)c(C)nn3c2C)o1,-1.6%,nt,nt,0.3%,-16.7%,-5.9%,nt,-14.0%
CCn1nc(NC(=O)c2ccco2)c2cc3ccccc3nc21,-1.2%,21.8%,4.2%,1.5%,?,11.4%,?,-7.6%
O=C1NC(c2ccccc2)=C(c2nc3ccccc3s2)C(c2ccc(O)cc2)N1 (stereo unspecified),4.0%,-9.4%,5.6%,0.9%,-12.1%,-0.3%,?,-21.5%
CCOc1ccc(Oc2ccc(NC(=O)[C@@H](NC(N)=O)[C@@H](C)CC)cc2)cc1,-15.7%,nt,-0.2%,-2.1%,1.9%,-2.4%,nt,-1.1%
O=C1CSC(c2ccccn2)N1c1cccc(Cl)c1 (stereo unspecified),-0.4%,nt,-9.6%,0.0%,1.3%,-2.8%,-10.1%,6.6%
CCSc1nnc(-c2ccc(Cl)cc2)c2ccccc12,-1.2%,3.5%,2.0%,-2.3%,-9.1%,-13.1%,0.1%,-7.6%
COCCCNc1oc(COc2ccc(Cl)cc2Cl)nc1C#N,1.6%,-14.4%,4.1%,3.9%,?,-3.0%,0.4%,-19.8%
CCn1c(NCc2cc(OC)ccc2OC)nc2ccccc21,6.4%,-5.1%,1.4%,-4.5%,0.9%,6.0%,-11.6%,3.3%
O=C(CSc1nnc(-c2ccc(S(=O)(=O)N3CCCC3)cc2)o1)NCc1ccccc1,-6.0%,?,-2.2%,-3.6%,-1.3%,0.4%,-1.7%,-6.0%
CCc1cc2c(COC(=O)c3c(C)noc3C)cc(=O)oc2cc1O,-7.8%,10.5%,-1.7%,1.0%,-8.2%,5.6%,-9.1%,-15.8%
COC(=O)C(NC(=O)c1ccc(C)cc1)(Nc1cccc(C)n1)C(F)(F)F (stereo unspecified),-5.8%,6.4%,-2.5%,-4.8%,-5.8%,-3.4%,2.3%,-8.0%
COc1ccc(-c2cc(C(=O)N/N=C/c3ccc(OC)c(COCC(F)(F)C(F)F)c3)c3ccccc3n2)c(OC)c1,?,-4.6%,3.2%,-3.6%,-3.7%,0.1%,?,-13.7%
COc1ccc(Cl)cc1NS(=O)(=O)c1cc(-c2cc(C)no2)ccc1C,-10.0%,nt,nt,0.4%,3.0%,-1.1%,nt,?
Oc1c(Cl)cc(Cl)cc1/C=N/c1nccs1,-11.9%,nt,4.8%,-4.6%,?,0.7%,14.1µM*,?
O=C(O)/C=C/C(=O)Nc1ccccc1C(=O)Nc1ccccc1,-7.3%,nt,0.5%,-0.4%,-19.4%,-1.2%,5.3%,-7.9%
COc1ccccc1NC(=O)NCCN1CCN(C(=O)Nc2ccccc2OC)CC1,4.3%,nt,-0.3%,2.8%,1.6%,7.0%,-2.3%,-4.3%
Cc1ccc(-n2ncc(C(=O)N3CCN(c4ccccc4F)CC3)c2C2CCN(C(=O)OC(C)(C)C)CC2)cc1C,-11.8%,nt,nt,-13.9%,-11.3%,7.9%,nt,-6.0%
O=C(COc1ccc(Cl)cc1)NC1CCSC1=O (stereo unspecified),-8.4%,nt,-2.4%,1.1%,-12.3%,0.9%,-0.6%,-8.5%
CC(C)(C)C(=O)Nc1nnc(Cc2ccccc2)s1,3.2%,6.4%,6.6%,2.1%,-9.3%,-3.0%,-9.2%,-0.8%
CCc1ccc(-c2nc(CN3CCC(C(=O)NCc4ccccc4OC)CC3)c(C)o2)cc1,-2.4%,-15.3%,2.3%,2.0%,?,7.4%,?,-6.5%
COc1ccc(-n2ncc(C(=O)NCc3ccco3)c2C2CCN(C(=O)OC(C)(C)C)CC2)cc1,-8.4%,nt,nt,-3.0%,-7.8%,4.4%,nt,-15.1%
c1ccc(CN2CN=C(Nc3nc4ccccc4s3)NC2)cc1,-5.7%,nt,3.3%,-0.4%,1.1%,-4.9%,-5.2%,-7.6%
Cn1c(SCC(=O)O)nc2ccccc2c1=O,-3.6%,11.4%,2.4%,5.7%,-0.5%,-1.3%,-0.2%,1.5%
C=CCOC(=O)N[C@@H](c1cccs1)C(C(C)=O)C(C)=O,-0.9%,nt,6.5%,-2.0%,-2.4%,1.3%,1.1%,-0.4%
Cc1ccc(N(CC(=O)Nc2ccc(S(=O)(=O)N3CCOCC3)cc2)S(C)(=O)=O)cc1C,-3.1%,5.5%,0.7%,0.1%,-0.4%,1.1%,10.4%,-17.8%
CCOC(=O)c1cc(C(=O)OCC)c(=O)[nH]c1C,2.8%,32.7%[activator],1.0%,-2.6%,?,-4.2%,?,-17.8%
CC(C)NC(=O)Cc1csc2nc(-c3ccccc3)cn12,-1.4%,nt,nt,-63.9%,-7.1%,-17.5%,nt,-7.3%
